# Source: PubChem
# CaV13 ICDI inh = Primary screen for inhibitors of IQ motif and Ca2+-dependent inactivation inhibitor domain binding in CACNA1D, Förster resonance energy transfer in living cells, …. inhibition, % at 12.3 µM. AID 743397. HEK cells, CFP/YFP FRET ICDI-IQ, plate reader, 10 min; percent FRET-ratio fall versus neutral wells. actives 0.098% (n = 340,000);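 active = mean replicate inhibition of at least 30% and at least 1% of replicates passing that level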;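 note: 0% = median of the neutral control wells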
# NR2E3 ag = activates human photoreceptor nuclear receptor NR2E3; Q9Y5X4; GST-NR2E3/biotin-RetCOR TR-FRET, 1536-well; inhibition of corepressor binding, % at 4.78 µM; actives 0.12% (n = 320,000);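 active = percent inhibition above the cutoff of mean plus 3 SD of all tested compounds, set per screening campaign, cut at about 20% in these data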;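 note: 0% = DMSO wells and 100% = biotin wells as full block of FRET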
# Target sequence (Q9Y5X4 whole entry, looked up): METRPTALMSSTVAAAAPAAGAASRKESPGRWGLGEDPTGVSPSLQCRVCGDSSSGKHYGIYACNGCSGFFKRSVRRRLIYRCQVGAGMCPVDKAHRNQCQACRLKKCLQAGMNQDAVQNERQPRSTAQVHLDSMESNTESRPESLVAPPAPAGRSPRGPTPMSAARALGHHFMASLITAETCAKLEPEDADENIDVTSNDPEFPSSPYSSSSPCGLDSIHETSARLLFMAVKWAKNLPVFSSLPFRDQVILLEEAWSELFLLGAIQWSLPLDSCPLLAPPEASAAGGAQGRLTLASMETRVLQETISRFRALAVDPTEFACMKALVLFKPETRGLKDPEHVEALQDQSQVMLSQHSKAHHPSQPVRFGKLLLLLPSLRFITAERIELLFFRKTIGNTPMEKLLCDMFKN
#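 System: GST-NR2E3 and biotin-RetCOR proteins; probe or stimulus: 7 nM biotin-RetCOR; doses: compound at 4.8 µM, single dose; schedule: Compound–protein incubation for 5 h at 4 °C; detection: time-resolved FRET; read-out: percent inhibition; controls: biotin wells as high control, 0.6% DMSO wells as low control; format: 1536-well plates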
# * = called active by the depositor. Some of the compounds tested (hit frequency here may not be typical).
nr | smiles | CaV13 ICDI inh | NR2E3 ag
1 | CCN1CCc2c(OCC(=O)Nc3cccc(C)c3C)cccc2C1=O | 0 | 2
2 | COC(=O)c1ccc2c(=O)n(Cc3ccc4c(c3)OCO4)c(SCC(=O)N3CCCC3)nc2c1 | -2 | 4
3 | Cc1nc(N2CCCCC2)sc1C=O | -19 | 0
4 | O=c1c2ccccc2nc2c3ccccc3c(NCCN3CCOCC3)nn12 | -5 | -5
5 | Cc1ccc(NC(=O)N(Cc2cccs2)Cc2cc3cc4c(cc3[nH]c2=O)OCO4)cc1 | -18 | 1
6 | CC1=C(C(=O)Nc2ccc(Cl)cc2)C2(CCCCC2)C(C(N)=O)C(=S)N1 (centres undefined) | -16 | 0
7 | COc1ccc2[nH]c(C(=O)Nc3ccccc3Cl)cc2c1 | -4 | 3
8 | CCN(CC)c1ccc(/C=C(\C#N)C(=O)NCc2ccco2)cc1 | 10 | -1
9 | O=[N+]([O-])c1ccccc1NCc1ccc(Cl)cc1 | -8 | -6
10 | Cn1c(=O)c(C(=O)COC(=O)c2cc(C(F)(F)F)nc3c(C(F)(F)F)cccc23)c(N)n(CC2CC2)c1=O | -6 | 4
11 | O=C(Nc1ccc(-c2csc(Nc3ccc(Cl)cc3)n2)cc1)c1cccc(C(F)(F)F)c1 | -10 | -1
12 | O=C(Nc1cc(=O)[nH]c2nc(-c3ccccc3)nn12)c1ccc(Cl)cc1 | 1 | -1
13 | Cc1ccc(NC(=O)c2ccc3ncsc3c2)cc1S(=O)(=O)N(C)C | -4 | -3
14 | COc1ccc(CNCC(=O)Nc2sccc2C#N)cc1 | -5 | 2
15 | CCOC(=O)C1=C(C)NC(SCC(=O)Nc2nc(C)cs2)=C(C#N)C1c1cccs1 (centres undefined) | -4 | 0
16 | O=C(Cn1nnc2ccccc21)OCC(=O)c1ccc(Cl)cc1 | -3 | 0
17 | O=C(Cc1csc(-c2ccccc2)n1)NCc1ccccc1F | 38* | 0
18 | COC(=O)c1c(-c2ccc(C)cc2)csc1NC(=O)c1c(-c2ccccc2)noc1C | -2 | -4
19 | O=C(NCCCN1CCCC1)c1ccc(Cn2c(=S)[nH]c3ccc(Br)cc3c2=O)cc1 | -2 | 0
20 | Cc1ccc(C)c(Sc2ccc(NC(=O)CCl)cc2)c1 | -5 | 4
21 | COc1nc(NC(C)=O)nc(C)c1Br | -5 | 4
22 | COc1ccc2nc3sc(C(=O)NCc4cccs4)c(N)c3cc2c1 | -7 | 0
23 | Cc1sc2nc(CSc3nc4ccccc4s3)[nH]c(=O)c2c1C | -37 | -3
24 | Cc1ccc(NC(=O)C(=O)NCc2ccc(/C=N/NC(=O)c3c(C)nc4cc(C)ccn34)o2)cc1 | -5 | -1
25 | CCOC(=O)N1CCN(C(=O)CSc2ccc(-c3cccnc3)nn2)CC1 | 2 | 0
26 | Cc1cc(C)c2nc(N(CCCN(C)C)C(=O)c3ccc4c(c3)CCCC4)sc2c1 | -6 | 1
27 | CCC(CC)C(=O)Nc1cccc(SC)c1 | -5 | 3
28 | O=C(O)c1ccc(Cn2c(SCc3cc(=O)n4cc(Br)ccc4n3)nc3ccsc3c2=O)cc1 | 6 | 2
29 | O=C(CCSCCC(=O)NCc1ccco1)NCc1ccco1 | -3 | 0
30 | O=C1NN(c2ccccc2)C(=O)/C1=C/c1cccs1 | 0 | 3
31 | CCOC(=O)C1=C(C)N(CCCC(=O)O)C(=O)NC1c1cccc(OC)c1 (centres undefined) | -5 | 2
32 | Cc1ccccc1C(=O)NNC(=O)Nc1ccccc1 | -5 | 1
33 | CCC1(CC)C(=O)C2=C3C1[C@H](C(=O)OC)CC(C(=O)OC)C[C@H]3n1c(=O)n(-c3ccccc3)c(=O)n1[C@H]2C (some centres undefined) | -6 | 2
34 | COc1ccc(C([O-])=Nc2ccc[n+](-c3nc4ccccc4nc3NS(=O)(=O)c3ccccc3)c2)cc1 | -4 | -1
35 | COc1cc(C2CC(=O)N3CN(c4ccccc4C)CSC3=C2C#N)cc(OC)c1OC (centres undefined) | -4 | -2
36 | CCOc1cc(/C=C\c2[nH]c(=O)[nH]c(=O)c2[N+](=O)[O-])ccc1OC(C)CC (centres undefined) | -3 | 8
37 | O=C(CCCCCNc1nc(=S)[nH]c2ccccc12)NCc1ccccc1Cl | -4 | 0
38 | COc1ccc(CCNC(=O)CCCn2c(SCC(N)=O)nc3cc4c(cc3c2=O)OCO4)cc1OC | -4 | 4
39 | COCCNC(=O)c1cn(C(C)c2ccccc2F)nn1 (centres undefined) | -2 | 2
40 | O=C(CCC(=O)N(CC(=O)NC1CCCC1)Cc1ccc2c(c1)OCO2)Nc1nccs1 | 2 | 3
41 | COc1cc(/C=N/NC(=O)c2cc(-c3ccccc3)sc2N)cc(OC)c1OC | -13 | 1
42 | CC(C)OCCCN1C=C2C(=O)C(C)(OC(=O)CCc3ccccc3)C(=O)C=C2C=C1c1ccc(C#N)cc1 (centres undefined) | -5 | 0
43 | Fc1cccc(/C=N/Nc2nc3ccccc3[nH]2)c1 | 4 | 2
44 | CC(/C=C/c1ccc2c(c1)OCO2)=N/NC(=O)C1COc2ccccc2O1 (centres undefined) | 9 | -3
45 | O=C(OCCC1Oc2cccnc2NC1=O)c1ccc([N+](=O)[O-])cc1 (centres undefined) | 1 | -4
46 | O=C(O)c1cc(-c2ccccc2)nn1CC1CC(c2cccc([N+](=O)[O-])c2)=NO1 (centres undefined) | -10 | 1
47 | COC(=O)[C@@]1(Cc2ccc(F)cc2)[C@H]2c3cc(C(=O)N(C)C)n(Cc4c(CO)[nH]cc(C)c4=O)c3C[C@H]2CN1C(=O)c1ccccc1 | -5 | 3
48 | Cc1nc2c(ccc3c2ccc2nc(C)sc23)s1 | -1 | 4
49 | CCn1c(=O)n(CC)c2cc(N3CCCC3)c(NC(=O)c3cc(Br)ccc3OC)cc21 | -2 | 3
50 | COc1ccc(CCNC(=O)c2cc(-c3ccco3)nc3ccccc23)cc1 | -9 | 3
51 | CCOC(=O)C(C)Oc1ccsc1C(=O)OC (centres undefined) | -7 | 4
52 | COC(=O)[C@@]1(Cc2ccc(OC)cc2)[C@H]2c3cc(C(=O)N4CCCC4)n(CCO)c3C[C@H]2CN1C(=O)c1ccccc1 | -3 | 0
53 | Cn1c(=O)c2[nH]c(SCc3ccccn3)nc2n(C)c1=S | -5 | 3
54 | Cc1cc(C)c2cc(C(=O)Nc3ccc4c(c3)OCO4)[nH]c2c1 | -5 | -2
55 | Cc1cc(C(=O)OCC(=O)Nc2cc(S(=O)(=O)N(C)C)ccc2C)c(C)o1 | 4 | -4
56 | O=S(=O)(c1ccc(N2CCN(Cc3ccc4c(c3)OCO4)CC2)nc1)N1CCOCC1 | -2 | -2
57 | C=CCc1cccc2cc(C(=O)Nc3cccc(C(=O)O)c3)c(=O)oc12 | -2 | 3
58 | CN1CCc2c(sc(NC(=O)c3ccc(S(=O)(=O)N4CCc5ccccc54)cc3)c2C(N)=O)C1 | -4 | -5
59 | COc1ccc(N2CCN(C(=O)CSc3nnc(-c4ccco4)n3C)CC2)cc1 | 5 | 3
60 | COc1ccc(/C(C)=N\NC(=O)c2ccc3c(c2)OCO3)cc1OC | -18 | -3

# Further records follow:
nr | smiles | CaV13 ICDI inh | NR2E3 ag
61 | COc1ccc(COC(=O)c2ccc3c(=O)n4c(nc3c2)CCC4)cc1F | -1 | 7
62 | Cc1ccnc(NC(=O)CCCOc2ccc(Cl)cc2C)c1 | 10 | -4
63 | CN1C(=O)/C(=C/c2cccc(Cl)c2)Sc2ccc(C(=O)N3CCCC3)cc21 | -7 | -4
64 | FC(F)(F)c1ccc(C2[C@H]3CN(Cc4ccc(-c5ccccc5)cc4)[C@H](c4ccccc4)C34CC2(c2ccccc2)C4)cc1 (some centres undefined) | -4 | 3
65 | CCOc1cccc(SCc2noc(C(=O)NC(C)C)c2C(=O)O)c1 | -4 | 6
66 | O=C1NC(Cc2ccccc2)c2nc3cc(F)ccc3c(=O)n2-c2cc(Cl)ccc21 (centres undefined) | -10 | 0
67 | CCN(CC)c1ccc(CNc2ccc3c(c2)ncn3CC)cc1 | -4 | -2
68 | COC/C=C/C1=CC2=CC(=O)C(C)(OC(=O)c3cnc4ccccc4n3)C(=O)C2=CN1c1ccccc1 (centres undefined) | -10 | 6
69 | Cn1c2ccccc2c(=O)c2ccc(C#Cc3ccccn3)cc21 | 3 | -69
70 | CC(C)OCCCN1CN(S(=O)(=O)c2cccs2)c2nc3ccccc3nc21 | -4 | 1
71 | N#C/C(=C\c1ccc([N+](=O)[O-])o1)c1nc2ccccc2[nH]1 | -101 | -1
72 | CC(=O)C1C(=O)c2c(cccc2[N+](=O)[O-])C1=Nc1ccccc1C (centres undefined) | -8 | 0
73 | N=C1C(c2nc3ccccc3s2)=C(O)CN1C1CCC(O)CC1 (centres undefined) | -2 | 3
74 | COc1ccc(NC(=O)Nc2ccc(O)c3ccccc23)cc1 | 0 | -4
75 | Cc1occc1-c1nnc(SCC(=O)N2CCN(c3ccccc3F)CC2)n1C | -4 | -2
76 | Cc1cc(C)nc(SCC(=O)NC2=NC(=O)C(C)S2)n1 (centres undefined) | -8 | 1
77 | O=c1[nH]c2cc3c(cc2cc1C(c1nnnn1Cc1ccccc1)N1CCCc2ccccc21)OCO3 (centres undefined) | -8 | -3
78 | COc1cc(OC)cc(-n2c3nc4ccccc4nc3c3c(=O)n(CC4CCCO4)cnc32)c1 (centres undefined) | -5 | -1
79 | CCOc1cccc(C2c3c(oc4ccccc4c3=O)C(=O)N2c2ccccn2)c1 (centres undefined) | -4 | 2
80 | CN1/C(=C\C(=O)COC(=O)c2ccc(O)c(O)c2)C(C)(C)c2ccccc21 | -6 | 0
81 | COC(=O)c1ccc(COc2cc([N+](=O)[O-])cc3cccnc23)cc1 | -3 | 2
82 | Cc1cc(C(=O)COC(=O)c2ccc(Br)o2)c(C)n1Cc1ccco1 | -5 | -5
83 | Cc1nn(-c2ccccc2)c(Cl)c1/C=N/NC(=O)CNc1n[nH]c(=O)[nH]c1=O | -5 | -4
84 | C#CCOCCOCCOCCNc1nc(N2CCN(C(=O)[C@H]([C@@H](C)CC)n3cc([C@@H](N)CO)nn3)CC2)nc(N2CCN(C(=O)[C@H](CCCCN)n3cc([C@@H](N)CC(C)C)nn3)CC2)n1 | -3 | -1
85 | COc1cccc(Cn2cccc(NC(=O)Nc3cccc(C#N)c3)c2=O)c1 | -4 | -3
86 | Cc1c2cnn(CC(=O)Nc3c(F)c(F)cc(F)c3F)c(=O)c2c(C)n1Cc1ccc(F)cc1 | -18 | 4
87 | Cc1nc(NC(=O)COc2ccc(Cl)cc2)sc1C(=O)N(C)C | -15 | -4
88 | CC(NC(=O)c1cc(Br)ccc1Br)c1ccccc1 (centres undefined) | -5 | 0
89 | CC1=NN(C(C#N)c2ccc([N+](=O)[O-])cc2)C(C)(C)C1 (centres undefined) | -13 | 2
90 | Cc1cccc(NC(=O)C2CC(=O)NC(Nc3nc4ccccc4s3)=N2)c1 (centres undefined) | -2 | -1
91 | Cc1ccc(C(=O)Nc2cc(Cl)ccc2OC(=O)c2ccc(C)cc2)cc1 | -8 | 0
92 | CCOc1ccc(C(=O)/C=C/Nc2ccc(S(=O)(=O)Nc3cc(C)nc(C)n3)cc2)cc1 | -5 | 4
93 | Cc1cc2ccccc2n2c(SCC(=O)NCC3CCCO3)nnc12 (centres undefined) | -2 | 5
94 | CNC(=O)[C@@H]1C[C@H]1[C@@H](NC(=O)CNC(=O)OCc1ccccc1)c1ccccc1 | -10 | 2
95 | CCCCCCCCNC(=O)c1ccc(C)cc1 | -4 | 2
96 | CC12CCC(C(=O)N3CCN(c4ccccc4)CC3)(CC1=O)C2(C)C (centres undefined) | -5 | 0
97 | Cc1ccc(NC(=O)c2ccc(OCc3c(C)noc3C)cc2)cc1 | -2 | 1
98 | COc1ccc(N2CCCn3c2nc2c3c(=O)n(CCCc3ccccc3)c(=O)n2C)cc1 | -5 | 0
99 | O=c1c2sccc2nc(SCc2cc(=O)n3ccccc3n2)n1Cc1ccccn1 | -7 | 0
100 | COc1cc2sc3ccc(-c4ccc(N(C)C)nc4)cc3c(=O)c2cc1OC | -8 | 4
101 | C#CCOCCOCCOCCNc1nc(N2CCN(C(=O)[C@H](Cc3ccc(O)cc3)n3cc([C@@H](N)CC(C)C)nn3)CC2)nc(N2CCN(C(=O)[C@H](Cc3cc4ccccc4[nH]3)n3cc([C@@H](N)CC(C)C)nn3)CC2)n1 | -6 | -1
102 | COC(=O)c1cc(CNC(=O)c2cccc(Cl)c2Cl)ccc1OC | -4 | 3
103 | COCCN1CCN(C(=O)c2ccc3c(c2)S(=O)(=O)c2ccccc2C3=O)CC1 | -5 | 0
104 | COc1ccccc1/C=C1\SC(=S)N(CC(=O)Nc2nnc(C)s2)C1=O | -3 | 2
105 | CC(=O)N1CCN(c2ccc(NC(=S)NC(=O)/C=C/c3ccccc3)cc2)CC1 | -5 | -2
106 | Cc1ccc2cc(/C=C3\N=C(c4ccccc4)OC3=O)c(N3CCOCC3)nc2c1 | -4 | 3
